PKA-R1A act: activates the PKA-R1A holoenzyme complex. P00514+P68181. PKA-R1A dissociation, Cy5-IP20 fluorescence polarization; scaled: DMSO 0%, 113 µM cGMP 100%. activation, % at 11.4 µM. 0.083% of 340,000 active;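 active = percent activation above the mean of all tested compounds plus 3 SD, cut at about 19% in these data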;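 also: higher means more PKAc released from R1A so a rise in polarization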
SR-BI DiI-HDL act: SR-BI HDL lipid transfer activation; CHO ldlA[mSR-BI] cells, DiI-HDL uptake fluorescence, 3 h; 100 = double the neutral-control signal; 0.096% of 320,000 active; activation, % at 12.5 µM; AID 504775;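 active = mean replicate activation of at least 60% and every replicate at or above 60%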;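 also: 0% = median plate neutral-control signal and 100% = twice that signal; values of inactives mirror those of a sister screen read the other way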
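Material: SR-BI-overexpressing, LDLR-lacking CHO cells | Dosing: Single compound concentration, delivered by pin transfer | Probe or stimulus: Labelled HDL, 10 µg/mL | Signal: Bottom-read cell fluorescence after medium removal, ex 550/em 595 nm | Schedule: 3 h, 37 °C | Evaluation: HDL uptake via cellular fluorescence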
NSD2 HMT inh: inhibitors of human histone methyltransferase NSD2; O96028; NSD2 peptide methylation, AlphaScreen, 120 min; inhibition, % at 12.5 µM; 0.54% of 310,000 active; AID 743445; in the data active = inhibition above about 50%
SUMO Mot1 rescue: inhibitors of SUMOylation pathway: yeast Mot1-301 growth rescue; S. cerevisiae Mot1-301 growth rescue, ATP luminescence, 38.5C; percent above DMSO median, 100 means doubled; growth rescue, % at 18.8 µM; 1% of 320,000 active;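 active = every valid replicate shows activation above 250% relative to neutral control wells; inactive = the rest, any valid replicate at or below 250%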;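 also: OY570 slx delta 5 strain wells were the positive control but not used for scaling; some compounds called inactive have numbers as strong as hits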
PKA-R2B act: activates the human PKA-R2B holoenzyme complex | P22694+P31323 | PKA-R2B holoenzyme dissociation, Cy5-IP20 fluorescence polarization; R2B truncated from residue 108, S112A mutant; 0% DMSO only, 100% 113 µM cGMP | activation, % at 11.4 µM | 0.079% of 340,000 active;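 active = activation above a cutoff set at the mean over all compounds plus 3 SD, cut at about 18% in these data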;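 also: higher means more holoenzyme dissociation and a rise in polarization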
Arrestin-AP2 inh: inhibitors of human beta-arrestin and AP2 interaction | 0.31% of 340,000 active | FITC-arrestin peptide / GST-AP2 beads, flow cytometry; AP2 beta2 appendage carries R879A mutation | inhibition, % at 10 µM;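 active = inhibition above a set limit, near 3 SD of compounds lacking own fluorescence, cut at about 54% in these data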;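 also: plate controls were DMSO wells for no effect and 5 µM unlabelled arrestin peptide for full effect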
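Material – AP2 appendage R879A on GSH beads · Buffer or medium – PBS with 0.05% Tween 20 and 0.1% BSA · Probe or stimulus – fluorescein-tagged arrestin peptide at 50 nM final · Incubation – compound with beads 12 min RT, then probe 1 h RT · Detection – high-throughput flow cytometry of beads, ex 488, em 535 nm · Evaluation – percent response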
dFosB activator: mouse delta FosB homodimer activation; purified delta FosB, TAMRA-CDK5 oligo fluorescence polarization; percent of positive-control signal above neutral wells; activation, % at 25 µM; 0.99% of 340,000 active; P13346;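 active = mean activation above about 17%, with every replicate also reaching it, limit read from the data, passing the limit was not always enough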;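 also: fluorescence polarization rise as delta FosB binds a TAMRA Cdk5 AP-1 oligo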
SR-BI HDL uptake: mouse SR-BI HDL lipid transfer inhibition | Q61009 | ldlA[mSR-BI] CHO cells, DiI-HDL uptake fluorescence, 3 h | inhibition, % at 12.5 µM | 0.96% of 320,000 active | AID 488896;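 active = mean replicate inhibition of at least 70% and a set share of replicates each scoring 70 or more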;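 also: 0% = median of neutral control wells and 100% = median of positive control wells; values of inactives mirror those of a sister screen read the other way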
CDK5 p35 inh: CDK5/p35 (human) kinase inhibition | 0.01% of 330,000 active | Q00535+Q15078 | inhibition, % at 10 µM | AID 488839 | Recombinant CDK5/p35, ADP-Glo luminescence, 60 min;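 active = highest replicate inhibition of at least 50% and at least 75% of replicates reaching 50%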;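 also: plate controls were DMSO neutral control for no effect and GW8510 at 10 µM for full effect; many of its hits are not listed in these tables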
MITF act: activators of MITF-driven TRPM1 promoter activity in SK-MEL-5 cells | SK-MEL-5 TRPM1-promoter luciferase, 24 h; % of positive control, neutral wells = 0 | activation, % at 12.5 µM | 0.75% of 300,000 active | AID 588334;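 active = mean activation of at least 80% with every replicate also reaching 80%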;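 also: 0% = neutral control wells and 100% = parthenolide positive control wells; values of inactives mirror those of a sister screen read the other way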
DSG3 Ab inh: blocks pemphigus antibody binding to human desmoglein-3; P32926; DSG3-coupled beads, scFv-anti-DSG3-GFP binding, flow cytometry; stronger effect = lower value; binding (percent of control), % at 10 µM; 0.48% of 310,000 active; AID 588358;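 active = binding more than 3 SD below its plate's average and above zero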;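 also: hits lower antibody fragment binding to DSG3; some compounds called inactive have numbers as strong as hits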
Target sequence (P32926 whole entry, looked up, the tested form may be a part): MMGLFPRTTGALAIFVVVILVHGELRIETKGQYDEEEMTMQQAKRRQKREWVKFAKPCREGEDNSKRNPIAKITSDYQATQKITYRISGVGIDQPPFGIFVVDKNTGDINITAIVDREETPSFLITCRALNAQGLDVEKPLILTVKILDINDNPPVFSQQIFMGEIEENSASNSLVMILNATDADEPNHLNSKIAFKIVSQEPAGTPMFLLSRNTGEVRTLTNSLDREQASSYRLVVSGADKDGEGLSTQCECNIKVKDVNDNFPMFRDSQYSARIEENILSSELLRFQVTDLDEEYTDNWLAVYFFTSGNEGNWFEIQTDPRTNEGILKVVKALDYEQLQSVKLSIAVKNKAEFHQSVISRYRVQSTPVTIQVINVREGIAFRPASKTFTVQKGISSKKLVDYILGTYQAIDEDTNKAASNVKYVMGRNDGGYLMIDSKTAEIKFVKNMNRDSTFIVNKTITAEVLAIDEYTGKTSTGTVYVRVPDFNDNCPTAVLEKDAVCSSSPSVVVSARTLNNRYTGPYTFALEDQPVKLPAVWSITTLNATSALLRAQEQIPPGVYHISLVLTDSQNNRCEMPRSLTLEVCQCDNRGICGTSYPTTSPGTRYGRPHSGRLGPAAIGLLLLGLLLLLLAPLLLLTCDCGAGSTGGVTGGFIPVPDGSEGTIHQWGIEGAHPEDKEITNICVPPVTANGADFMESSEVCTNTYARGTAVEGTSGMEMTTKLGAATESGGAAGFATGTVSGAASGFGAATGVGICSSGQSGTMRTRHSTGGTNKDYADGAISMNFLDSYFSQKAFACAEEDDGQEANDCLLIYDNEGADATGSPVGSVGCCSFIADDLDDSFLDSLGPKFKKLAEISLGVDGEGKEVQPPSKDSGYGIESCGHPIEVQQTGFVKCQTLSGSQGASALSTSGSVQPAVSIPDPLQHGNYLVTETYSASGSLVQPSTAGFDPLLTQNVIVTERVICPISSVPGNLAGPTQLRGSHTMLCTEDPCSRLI
Starred values were filed as active, the others as inactive; i = inactive; / = not tested or not shown. Not a hit list, and some 4.7% of all compounds hit somewhere here.

No.	Structure	SUMO Mot1 rescue	PKA-R1A act	NSD2 HMT inh	dFosB activator	Arrestin-AP2 inh	MITF act
1	COc1ccc(S(=O)(=O)Nc2cc(C)nn2-c2ccccc2)cc1	12	-5	-2	-2	-2	7
2	N/C(=N\OC(=O)C1CCCCC1)c1cccc(Br)c1	2	-2	-3	-4	-5	108*
3	S=C(NC1CCCCC1)NN(c1ccccc1)c1ccccc1	5	-5	1	-22	5	2
4	O=C(O)c1ccc(N=Nc2c(O)[nH]c3cc(Cl)ccc23)cc1	128	4	4	-9	34	64
5	CN1C2Cc3c(n(C)c4ccccc34)C1CC=C2CO (configuration not stated)	4	1	/	9	5	12
6	c1ccc(-n2c(SCc3nc(-c4cccs4)no3)nnc2-c2ccco2)cc1	-3	-2	6	-12	-3	4
7	CC(NC(=O)CCNC(=O)c1ccc(Br)cc1)c1ccc(-n2ccnc2)cc1 (configuration not stated)	-25	-4	2	0	8	-5
8	COc1cc(/C=N/Nc2ccccn2)cc(OC)c1O	3	6	8	-5	42	13
9	CCC(=O)Nc1ccc(S(=O)(=O)N2CCc3ccccc32)cc1	42	1	-8	-1	6	-12
10	CCOC(=O)CCNC(=O)N1CCCC(Cc2ccccc2)(C(=O)OCC)C1 (configuration not stated)	51	-2	2	-8	4	6
11	CN(Nc1cccc(Cl)c1)c1cccc(Cl)c1	/	0	-1	-4	13	8
12	O=C(CSc1nnc2c(Cl)cc(Cl)cn12)N1CCOCC1	97	-4	-7	-4	-1	0

No.	CDK5 p35 inh	DSG3 Ab inh	SR-BI HDL uptake	PKA-R2B act	SR-BI DiI-HDL act
1	0.5	109	-8	-3	8
2	-2.5	105	-6	5	6
3	-1.4	100	-30	-13	30
4	3.8	96	-1	-10	1
5	-2.8	102	0	-1	0
6	-2.4	119	2	-17	-2
7	-0.3	101	27	11	-27
8	3.6	105	8	1	-8
9	-0.8	93	-3	-5	3
10	1.3	107	5	11	-5
11	2.2	97	8	-8	-8
12	-4.1	104	-21	-3	21

Following part:
No.	Structure	SUMO Mot1 rescue	PKA-R1A act	NSD2 HMT inh	dFosB activator	Arrestin-AP2 inh	MITF act
13	Cc1ccc(NC(=O)/C(C#N)=C/c2cn(CC(=O)NCc3ccco3)c3ccccc23)cc1C	-20	-11	/	60*	-3	-19
14	O=P(OC1CCCCC1)(OC1CCCCC1)C(O)c1ccccc1 (configuration not stated)	0	-8	0	-6	5	/
15	O=C(c1ccc(-n2cncn2)c([N+](=O)[O-])c1)N1CCN(S(=O)(=O)c2ccc(Cl)cc2)CC1	4	-17	2	-8	5	-1
16	Nc1nc(SCC(=O)c2cc(F)ccc2F)n[nH]1	i	4	6	-6	19	4
17	Cc1ccc(CNC(=O)CN(C(=O)N2CCN(C)CC2)S(=O)(=O)c2ccc(C)cc2)cc1	260	8	-3	-5	19	-1
18	Clc1cc(Sc2ccc(Br)cc2)nnc1-c1ccccc1	10	2	1	1	3	-20
19	O=C(CSc1ccccc1C(=O)NCc1ccccc1)NC12CC3CC(CC(C3)C1)C2	35	0	-2	-1	-8	5
20	CCCC(=O)OC(C(=O)Nc1cc(C(F)(F)F)ccc1Cl)c1ccccc1 (configuration not stated)	8	-14	-4	-2	29	21
21	CCOC(=O)c1sc2nc(C3CC3)cc(-c3ccc(OC)cc3)c2c1N	-9	1	-2	-4	2	-5
22	COc1ccc(S(=O)(=O)N2CCC(C)CC2)cc1N(C)S(=O)(=O)c1ccccc1	6	-2	0	-5	15	-5
23	O=C(CN1C(=O)NC2(CCOc3ccccc32)C1=O)NCc1ccc(F)cc1 (configuration not stated)	-10	1	-4	-5	2	10
24	CCOC(=O)c1ccc(NC(=O)CC2C(=O)N(c3ccc(F)cc3)C(=O)N2CCC(C)C)cc1 (configuration not stated)	7	-2	-2	-16	8	8

No.	CDK5 p35 inh	DSG3 Ab inh	SR-BI HDL uptake	PKA-R2B act	SR-BI DiI-HDL act
13	-0.7	108	36	-3	-36
14	-1.3	/	0	4	0
15	-8.5	104	2	-3	-2
16	-0.6	97	-16	0	16
17	-1.1	100	-50	-5	50
18	-1.1	96	-21	-7	21
19	-0.7	/	-1	-5	1
20	-0.1	88	-19	-2	19
21	-1.8	110	0	1	0
22	-1.2	/	-1	-4	1
23	0.3	110	-11	-1	11
24	0.1	100	9	2	-9

Copied from the list:
CC(NC(=O)CCNC(=O)c1ccc(Br)cc1)c1ccc(-n2ccnc2)cc1 (configuration not stated) @ PKA-R2B act = 11
Cc1ccc(NC(=O)/C(C#N)=C/c2cn(CC(=O)NCc3ccco3)c3ccccc23)cc1C @ SUMO Mot1 rescue = -20
COc1ccc(S(=O)(=O)Nc2cc(C)nn2-c2ccccc2)cc1 @ CDK5 p35 inh = 0.5
N/C(=N\OC(=O)C1CCCCC1)c1cccc(Br)c1 @ SUMO Mot1 rescue = 2
CCOC(=O)c1ccc(NC(=O)CC2C(=O)N(c3ccc(F)cc3)C(=O)N2CCC(C)C)cc1 (configuration not stated) @ dFosB activator = -16

Returning to the listing, repeating the three entries before the break.
No.	Structure	SUMO Mot1 rescue	PKA-R1A act	NSD2 HMT inh	dFosB activator	Arrestin-AP2 inh	MITF act
22	COc1ccc(S(=O)(=O)N2CCC(C)CC2)cc1N(C)S(=O)(=O)c1ccccc1	6	-2	0	-5	15	-5
23	O=C(CN1C(=O)NC2(CCOc3ccccc32)C1=O)NCc1ccc(F)cc1 (configuration not stated)	-10	1	-4	-5	2	10
24	CCOC(=O)c1ccc(NC(=O)CC2C(=O)N(c3ccc(F)cc3)C(=O)N2CCC(C)C)cc1 (configuration not stated)	7	-2	-2	-16	8	8
25	C=CCn1c(SCc2ccc3c(c2)OCO3)nc2scc(-c3ccco3)c2c1=O	-8	0	117*	-12	8	/
26	COC(=O)c1cccc(N2C(=O)C(Cl)=C(N3CCOCC3)C2=O)c1	1	9	-2	4	21	-8
27	CCn1c(SCC(N)=O)nnc1-c1ccco1	6	-4	1	-2	-5	-11
28	COc1ccc(C(=O)Nc2cccc(-c3ccc(N4CCOCC4)nn3)c2)cc1	-13	-2	10	-7	18	90*
29	Cc1cc(C(=O)Nn2cnnc2)cs1	-10	4	-3	-1	4	8
30	COc1ccc(C2=NS(=O)(=O)N(C)C(C(=O)NCc3ccco3)=C2)cc1OC	37	-7	/	-15	12	-5
31	COc1ccccc1CN(C)C(=O)COC(=O)c1ccc(Cl)nc1	30	-2	-4	-5	-8	-3
32	CCCCNC(=O)C1(O)c2cc(Br)ccc2NC(=O)N1c1cccc(OC)c1 (configuration not stated)	148	-3	4	-9	-11	-4
33	CN1CCN(C(=S)NC(=O)c2ccc(Cl)cc2)CC1	/	-4	-1	0	-15	-10
34	COCC(C)n1c(SC(C)C(=O)NC2CCCCC2C)nc2ccccc2c1=O (configuration not stated)	-10	-7	-1	-12	-9	-12
35	Cc1c(C(=O)Nc2cccc([N+](=O)[O-])c2)sc2ncn(CC(=O)N3CCOCC3)c(=O)c12	4	-12	8	-12	8	-4
36	Cc1ccc(S(=O)(=O)CCC(=O)OCC(=O)NCCc2ccccc2)cc1	17	-7	-2	-10	3	7

No.	CDK5 p35 inh	DSG3 Ab inh	SR-BI HDL uptake	PKA-R2B act	SR-BI DiI-HDL act
22	-1.2	/	-1	-4	1
23	0.3	110	-11	-1	11
24	0.1	100	9	2	-9
25	0.4	/	-11	5	11
26	1.6	97	-26	4	26
27	0.3	96	/	6	/
28	-0.4	99	15	-5	-15
29	-0.6	102	-20	-6	20
30	-1.1	87	6	4	-6
31	-1.2	120	-2	0	2
32	0.1	91	-13	-3	13
33	-11	112	28	-10	-28
34	0.6	/	15	10	-15
35	-0.4	99	-11	-14	11
36	1.1	103	-11	-4	11

Bioassay records: PubChem BioAssay, several laboratories
